Integrin act MD: qHTS for Activators of Integrin-Mediated Alleviation for Muscular Dystrophy; alpha7betagal myoblasts, beta-gal FDG fluorescence, 48 h; Potency, µM (doses to about 38.3 µM), for the others: top-dose activation, usual class: activators; hit rate 0.064% among 350,000; AID 624291, 2012;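 further: potency means the concentration at half of the fitted maximal effect; 100% = response of the positive control SU9516; nearly all actives have a fitted effect of over 60% in size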
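alpha7betagal+/- myoblasts (passage 13, 250/well) treated 48 h at 37C with compounds at 1:260 dilution of DMSO stock. Lysed, then beta-galactosidase activity read as FDG fluorescence (ex 480/em 540) after 30 min, with pre-read for autofluorescence.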
Mito fusion act: qHTS Assay for Small Molecule Inhibitors of Mitochondrial Division or Activators of Mitochondrial Fusion; S. cerevisiae fusion-defective mutant growth rescue, CellTiterGlo 48 h; Potency, µM (top dose mostly 46.1 µM), for inactives: at the highest dose growth rescue (activation), hits mostly activators; hit rate 0.23% among 320,000;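 further: potency means the concentration at half of the fitted maximal effect; % of control where 0% means no effect; nearly all actives have a fitted effect of over 45% in size; temperature-sensitive fusion mutants such as fzo1-1 at 37 °C on non-fermentable ethanol glycerol medium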
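Read-out: ATP-based luminescence (CellTiterGlo, 10 min ambient) reporting growth of fusion-defective ts yeast after 48 hours at 37C on glycerol/ethanol YPEG medium in the presence of compound.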
TCR act: Activators of T cell receptors: qHTS campaign | Potency, µM (highest dose often 9.22 µM), for the others: at the highest dose activation of IL-2 secretion, hits mostly activators | 330,000 tested, under 10 active | AID 504894, 2011 | primary human leukocytes, anti-CD3, IL-2 HTRF, 48 h; further: % of control where 0% means no effect
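Readout: HTRF IL-2, Eu-cryptate/d2 antibody pair, 320nm excitation, 665nm emission. Stimulus: a-CD3 beads, no co-stimulation. Cells: primary human leukocytes. Exposure: 48 hr with compound.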
ASM inhibitor: Inhibitors of Secretory Acid Sphingomyelinase (S-ASM): qHTS. placental ASM, HMU-PC fluorogenic substrate, 60 min. Potency, µM (doses to about 57.5 µM), inactives show at the top dose activity change, negative = inhibition, hits mostly inhibitors. hit rate 0.006% among 340,000; further: potency means the concentration at half of the fitted maximal effect
Target sequence (P17405 47-631 limits assumed): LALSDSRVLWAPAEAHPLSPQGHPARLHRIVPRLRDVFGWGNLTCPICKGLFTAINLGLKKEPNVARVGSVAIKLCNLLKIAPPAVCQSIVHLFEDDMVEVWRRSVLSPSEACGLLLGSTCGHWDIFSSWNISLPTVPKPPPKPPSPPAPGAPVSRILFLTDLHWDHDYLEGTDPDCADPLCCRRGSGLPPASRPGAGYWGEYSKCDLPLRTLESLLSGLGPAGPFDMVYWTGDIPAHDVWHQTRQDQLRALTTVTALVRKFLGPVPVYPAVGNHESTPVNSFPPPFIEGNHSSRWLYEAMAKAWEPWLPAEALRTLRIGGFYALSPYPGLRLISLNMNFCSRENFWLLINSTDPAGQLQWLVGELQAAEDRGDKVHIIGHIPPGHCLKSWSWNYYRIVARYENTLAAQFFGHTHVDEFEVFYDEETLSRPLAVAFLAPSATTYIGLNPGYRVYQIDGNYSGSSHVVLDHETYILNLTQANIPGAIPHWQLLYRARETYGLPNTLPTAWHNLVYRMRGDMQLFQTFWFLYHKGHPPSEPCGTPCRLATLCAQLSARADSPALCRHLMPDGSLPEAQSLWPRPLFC
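Human placenta-derived ASM preincubated with compound 10 min at room temperature, then reacted with 9 uM (final) fluorogenic HMU-PC substrate for 60 min at 37 C. Stop solution raises pH to 10; fluorescence read at Ex 386/Em 447 nm.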
MBNL1-CUG inh: qHTS Assay for Inhibitors of MBNL1-poly(CUG) RNA binding; Potency, µM (highest dose often 57.5 µM), inactives show top-dose activity change, negative = inhibition, actives largely listed as inhibitors; TR-FRET MBNL1-His/biotin-(CUG)12 binding, 665/545 ratio; AID 2675, 2010; hit rate 0.036% among 280,000; active means well fitted inhibition curve with a large enough effect in the signal ratio, with a control signal flat, not every such curve was filed as active; inconclusive means small, poorly fitted or top-dose-only effect, or effect the other way, or a change in a side signal; inactive means no such curve, though single readings can be large or run the other way; the % refers to the signal ratio; further: potency means the concentration at half of the fitted maximal effect; on the % scale 0 is the no-effect control and ±100 the full control effect
Target sequence (Q9NR56 whole entry, looked up): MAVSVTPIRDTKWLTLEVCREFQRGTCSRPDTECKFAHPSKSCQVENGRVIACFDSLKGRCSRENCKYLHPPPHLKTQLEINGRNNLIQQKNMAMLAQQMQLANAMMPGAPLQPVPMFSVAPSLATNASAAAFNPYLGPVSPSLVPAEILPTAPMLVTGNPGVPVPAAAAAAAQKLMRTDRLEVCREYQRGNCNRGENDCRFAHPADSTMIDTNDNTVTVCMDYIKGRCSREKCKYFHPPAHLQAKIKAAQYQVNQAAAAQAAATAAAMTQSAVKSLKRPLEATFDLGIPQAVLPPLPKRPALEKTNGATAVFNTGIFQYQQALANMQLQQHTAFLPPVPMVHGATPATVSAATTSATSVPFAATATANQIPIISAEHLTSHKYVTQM
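Compounds (final 92 nM to 58 uM) are added to His-tagged MBNL1 and biotin-(CUG)12, then terbium anti-His antibody and streptavidin-XL665 (5 nM final). After 60 min at room temperature, the 665/545 nm ratio is read.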
TSHR antagonist: Antagonists of the Thyroid Stimulating Hormone Receptor: HTS campaign; Thyrotropin receptor (Homo sapiens), P16473; TSHR-expressing cells, TSH-stimulated cAMP HTRF, 2 h; active compounds read low; activity change, negative = inhibition, % at 11.5 µM; hit rate 0.2% among 330,000;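 active means activity change below a set negative limit, meaning inhibition stronger than a set level, cut at about -70% in these data; inconclusive means activity change between two set negative limits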; further: on the % scale 0 is the no-effect control and ±100 the full control effect
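Antagonism was scored as loss of TSH-driven cAMP in TSHR cells, stimulated with 4nM TSH (EC80) for 2 hours at 37 deg C and detected by homogeneous HTRF competition immunoassay.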
MLL CXXC-DNA inh: qHTS Fluorescence Polarization Assay for Inhibitors of MLL CXXC domain - DNA interaction. MLL-CXXC / FITC-HOXA9 DNA fluorescence polarization. hit rate 0.037% among 290,000. AID 2662, 2010. Potency, µM (highest dose often 115 µM), without a hit: at the top dose activity change, negative = inhibition, usual class: inhibitors; active means well fitted inhibition curve with a large enough effect in the polarisation, with a control signal flat, not every such curve was filed as active; inconclusive means small, poorly fitted or top-dose-only effect, or effect the other way, or a change in a side signal; inactive means no such curve, though single readings can be large or run the other way; the % refers to the polarisation; further: potency means the concentration at half of the fitted maximal effect
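Steps: dispense CXXC domain solution (7 uM) → pin compounds or unlabeled HOX-A9 DNA control → 5 min ambient → add FLSN-HOX-A9 solution (50 nM) → spin → 30 min ambient → fluorescence polarization. Tris pH 7.5/NaCl/DTT/BSA buffer.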
AT treatment: qHTS Assay for Identifying a Potential Treatment of Ataxia-Telangiectasia; […] A-T fibroblasts, KAP-1 phosphorylation AlphaLISA; neocarzinostatin DNA damage 30 min before lysis; Potency, µM (top dose mostly 57.5 µM), for inactives: top-dose activation, hits mostly activators; hit rate 0.19% among 320,000; further: potency means the concentration at half of the fitted maximal effect; % of control where 0% means no effect; nearly all actives have a fitted effect of over 45% in size
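hTERT-immortalized A-T patient fibroblasts ([…]), 500 cells/well in OPTI-MEM, 1% FBS, got compounds for 60 min, then NCS for 30 min at 37C. Lysates were then assayed for phospho-KAP-1 by AlphaLISA (anti-pKAP1 donor, anti-KAP1 acceptor beads), 6 hr at 25C.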
Menin MLL FP TR: qHTS Assay for Inhibitors Targeting the Menin-MLL Interaction in MLL Related Leukemias: Competition With Texas Red Labeled MLL-derived Mutant Peptide; O00255; Menin + Texas Red MLL mutant peptide, fluorescence polarization; Potency, µM (top dose mostly 61.6 µM), without a hit: at the highest dose FP activity change, negative = inhibition, actives largely listed as inhibitors; hit rate 0.23% among 270,000; active means well fitted inhibition curve with a large enough effect in the polarisation, with a control signal flat, not every such curve was filed as active; inconclusive means small, poorly fitted or top-dose-only effect, or effect the other way, or a change in a side signal; inactive means no such curve, though single readings can be large or run the other way; the % refers to the polarisation; further: potency means the concentration at half of the fitted maximal effect; % of control where 0% means no effect; many of its hits are not listed in these tables
PTAP TSG101 blk: qHTS Assay for Iinhibitors of HIV-1 Budding by Blocking the Interaction of PTAP/TSG101; Tumor susceptibility gene 101 protein (Homo sapiens), Q99816; Fluorescence polarization, FITC-PTAP peptide / Tsg101 binding; Potency, µM (highest dose often 115 µM), inactives show at the highest dose activity change, negative = inhibition, most hits filed as inhibitors; 340,000 tested, under 10 active; AID 493005, 2010; active means well fitted inhibition curve with a large enough effect in the main read-out, with a control signal flat, not every such curve was filed as active; inconclusive means small, poorly fitted or top-dose-only effect, or effect the other way, or a change in a side signal; inactive means no such curve, though single readings can be large or run the other way; further: potency means the concentration at half of the fitted maximal effect; % of control where 0% means no effect
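Compounds were pin-transferred onto Tsg101 binding domain (10 uM final) in HEPES pH 7.5 buffer, then FITC-PTAP peptide was added at 50 nM final. After 20 min at RT, polarization reported peptide displacement across a qHTS concentration series.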
An asterisk follows results filed as active; ? = inconclusive; nt = not tested or not shown; & = joins results of further samples; [ ] = another dose, or the depositor's remark. Unless noted, the call rests on the fitted dose curve; in most records, active means well fitted curve in the direction sought with a large enough effect; inconclusive means small, poorly fitted or top-dose-only effect, or another doubt; inactive means no such curve, though single readings can be large; an effect the other way counts as inactive or inconclusive.

SMILES | Integrin act MD | Mito fusion act | TCR act | ASM inhibitor | MBNL1-CUG inh | TSHR antagonist | MLL CXXC-DNA inh | AT treatment | Menin MLL FP TR | PTAP TSG101 blk
Cc1cc(C)cc(C(=O)NC(CC(N)=O)c2ccc(NCC3CC3)c([N+](=O)[O-])c2)c1 (centres undefined) | 27.5% | -8.1% | 1.3% | 3.1% | -20.3% | -32.7 | -7.6% | 10.0% | -24.1% | -2.0%
C/C(=N\NC(=O)c1ccc(CSc2nc(C)cc(C)n2)cc1)c1ccco1 | 3.7% | 27.6% | 4.7% | 1.6% | 6.1% | 5.6 | 19.9% | 0.5% | 11.6% | -0.7%
CCOc1ccc(CCNC(=O)CS(=O)Cc2nc(-c3ccccc3Cl)oc2C)cc1OCC (centres undefined) | 15.4% | 1.6% | 3.8% | 2.4% | 2.6% | -6.2 | 8.4% | -1.5% | nt | -3.8%
COc1ccc(Cl)cc1NC(=O)CN(C)CC(=O)Nc1ccccc1C(F)(F)F | -2.8% | ? | -6.4% | -4.3% | -8.2% | -9.7 | 1.5% | 6.6% | -2.6% | 0.9%
CCc1nnc(N2C(=O)c3ccccc3C2(O)c2ccccc2)s1 (centres undefined) | 23.8% | 1.5% | -11.1% | -0.9% | -1.0% | -5.2 | -1.9% | 3.4% | nt | 0.5%
COc1ccc(NC(=O)CN2CCN(C3c4ccccc4-c4ccccc43)CC2)c(OC)c1 | -20.2% | 7.0% | 2.5% | -9.5% | 9.9% | -8.9 | 6.9% | -1.3% | ? | -12.3%
COc1ccccc1-c1nc(-c2ccc(Br)o2)no1 | -12.9% | 0.0%&4.6% | -0.8% | -0.2% | 14.9% | -4.1 | 7.7% | 15.3% | ? | -1.3%
CSCc1ccc(C(=O)N2CCC(N3CCC(C(=O)NC(C)C)CC3)CC2)o1 | 4.4% | -0.3% | 1.3% | 17.7% | -11.1% | 16.1 | -6.9% | 6.4% | -24.8% | -0.2%
O=C(CN(c1ccc(F)cc1)S(=O)(=O)c1ccc2c(c1)OCCO2)NCc1ccccc1 | 22.3% | -1.5% | -3.0% | -1.0% | 1.6% | -6.8 | -5.6% | 3.7% | -3.1% | -0.9%
COc1ccccc1Nc1nc(NCCO)c2ccccc2n1 | nt | 16.8% | nt | nt | -2.5% | 4.8 | 3.0% | 3.1% | 5.8% | nt
O=C(CCN1C(=O)/C(=C/c2ccc3c(c2)OCO3)SC1=S)Nc1cccc(C(=O)O)c1 | 35.8% | -1.6% | -2.6% | -1.6% | 4.2% | -4.2 | ? | 0.8% | ? | -1.5%
COc1ccc(CCN2C(=O)CC(C(N)=O)SC2=Nc2ccc(F)cc2)cc1OC (centres undefined) | 22.9% | 8.0% | 3.8% | -3.6% | -0.5% | -22.5 | -0.8% | 1.9% | -3.8% | -1.4%
O=C(CN(c1ccccc1)S(=O)(=O)c1ccccc1)N/N=C/c1ccc(OC2CSC2)cc1 | nt | -2.9% | -2.0%[46.1 µM] | nt | -4.4% | 17.6 | 12.1% | -3.3% | -26.5% | nt
CCOC(=O)c1c(NC(=O)COC(=O)Cn2c(C(F)(F)F)nc3ccccc32)sc(C)c1C | 0.0% | -0.5% | 3.1% | -16.2% | 1.6% | 31.6 | 3.9% | 3.8% | 4.4% | -0.9%
O=C(Nc1cccc(Cl)c1)c1ccc2c(=O)n3c(nc2c1)CCCCC3 | -2.7% | 12.4% | -0.8% | -27.1% | 2.8% | -12.0 | 7.0% | -3.9% | ? | -1.1%
Cc1[nH][nH]c(=O)c1C | -31.6% | -16.9% | 5.1% | 5.2% | nt | -16.9 | nt | 8.3% | nt | 0.7%
Cc1cc(C)n(C(=O)CNC(=O)c2ccco2)n1 | 0.9% | 2.3% | nt | 5.5% | 2.4% | 6.6 | -1.7% | -0.8% | 5.1% | -5.8%
CN(C)S(=O)(=O)N1CCN(C(=O)c2ccc3c(c2)OCO3)CC1 | -19.2% | -2.6% | -1.8% | 1.9%[11.5 µM] | -2.3% | 1.5 | 2.9% | 0.0% | -0.2% | -4.8%
CCN1C(=O)c2ccccc2S(=O)c2ccc(C(=O)N3CCCC3)cc21 (centres undefined) | -20.6% | -4.9% | -2.4% | -1.1% | -2.4% | 11.0 | -4.2% | -8.6% | 13.8% | -0.8%
C/C(=N\OCC(=O)NCC(F)(F)F)c1cc2ccccc2o1 | 0.5% | -2.9% | -2.5%[46.1 µM] | 0.8% | nt | 24.5 | 13.0% | -0.2% | -8.6% | -0.5%
CCCc1oc(C(=O)O)cc1CN | 8.2% | -1.4% | nt | 1.8% | 10.3% | 3.3 | 2.3% | nt | 8.2% | -4.8%
COCCCN1C(=O)c2ccc(C(=O)OCC(=O)NCCc3ccccc3)cc2C1=O | 13.1% | -3.0% | 16.4% | -1.1% | ? | 0.7 | 12.7% | 4.9% | -5.8% | -3.0%
CCc1ccc(OCC(=O)Nc2ccc(S(=O)(=O)N3CCCC3)cc2)c(Br)c1 | -3.3% | -2.0% | 3.1% | -10.7% | -1.8% | -18.9 | 2.4% | 0.1% | nt | 1.1%
CCOC(=O)C1CCN(CC(=O)Nc2ccc(OC)c(S(=O)(=O)N3CCCCC3)c2)CC1 | -14.2% | nt | -6.8% | 3.3% | nt | -8.8 | nt | 11.2% | nt | 0.3%
O=C(NNC(=O)c1n[nH]c(=O)c2ccccc12)c1ccc(Br)cc1 | 7.0% | 3.5% | -8.9% | 1.2% | 6.3% | -48.4 | -0.5% | -4.2% | nt | -2.8%
Cc1ccc(OCC(=O)c2cc(C)n(-c3ccccc3)c2C)c([N+](=O)[O-])n1 | -31.9% | 24.2% | 0.0%[46.1 µM] | -3.2% | ? | -10.3 | 0.8% | -8.3% | 2.9% | -2.4%
CCCn1c(=O)c2ccccc2n2c(SCc3nc4ccccc4s3)nnc12 | -12.5% | 5.6% | nt | 10.8% | -6.4% | -3.0 | -4.6% | 5.5% | -8.6% | -6.6%
CCOC(=O)c1c(C2COc3ccccc3O2)csc1N (centres undefined) | -11.7% | 18.4% | -4.4% | ? | -3.4% | -2.9 | -5.0% | nt | ? | -7.2%
Cc1ccc(Nc2nc(/N=C/N(C)C)n[nH]2)cc1C | 36.4% | 4.1% | -6.2% | 6.4% | ? | -8.3 | 4.9% | 1.9% | 4.1% | 0.3%
CCOc1ccc(S(=O)(=O)N2CCCC(C(=O)NCc3cccnc3)C2)cc1C (centres undefined) | 9.2% | 5.9% | 0.3% | -3.1% | -8.8% | 2.3 | 8.0% | -10.2% | -6.8% | -5.3%
O=C(CCNC(=O)c1ccco1)Nc1cccc(Br)c1 | 0.3% | 6.9% | 6.3% | 1.5% | -4.5% | 4.6 | 1.7% | 9.0% | -6.3% | -1.3%
CCOC(=O)N1CCC(=NNC(N)=O)CC1 | -21.8% | -9.9% | 0.5% | 4.2% | 0.0% | 15.3 | 22.3% | -1.2% | 0.9% | 0.4%
O=C(COc1ccc(Br)cc1)NCCCN1CCCC1=O | 22.6% | -2.3% | 6.9% | 5.3% | nt | 2.3 | nt | -11.9% | nt | -0.3%
Cc1cc2sc(NC(=O)c3ccco3)nc2cc1Cl | 10.3% | 0.9% | -0.4% | 2.1% | -2.9% | 22.7 | -0.3% | -2.0% | 13.4% | -5.1%
CCOc1ccc(C(=O)Nc2cc(-c3nc4ccccc4[nH]3)ccc2Cl)cc1[N+](=O)[O-] | -47.2%[inhibitor] | 12.7% | -1.3%[46.1 µM] | -4.4% | nt | 3.0 | -7.5% | 3.0% | 12.5% | -3.7%
COc1cc(CCC(=O)Nc2c(C(=O)N3CCN(c4ccccc4)CC3)oc3ccccc23)on1 | 0.0% | ? | 7.8% | -2.6% | 2.9% | 3.4 | 1.4% | 5.3% | 7.9% | -8.3%

Compound activity: PubChem BioAssay, National Center for Advancing Translational Sciences (NCATS)

This is a subset (hit frequency here may not be typical).
